# HPDE-C7K KRASV12 = cytotoxicity in KRAS-transformed pancreatic duct cells, primary screen, cell-based, fluorescence, HTS (AID 431); 63,000 tested, 1.7% active; HPDE-C7K KRASV12 cells, Alamar Blue viability, 48 h; higher % means a stronger effect; cytotoxicity, % at 10 µM, or EC50 in µM where a hit was titrated;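 active means compounds whose percent cytotoxicity in the single-dose primary screen, scaled between solvent and toxic-drug controls, exceeds 50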;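 further: 0% = DMSO solvent wells and 100% = doxorubicin-treated wells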
# TNAP inhibition = human TNAP enzyme inhibitors, biochemical, luminescent (AID 518); 64,000 tested, 0.09% active; purified TNAP enzyme, luminescent substrate readout; higher % means a stronger effect; Alkaline phosphatase, tissue-nonspecific isozyme (Homo sapiens); inhibition, % at 20 µM; hits with a dose series show IC50 in µM; in the data active means a potency from the dose series; inactive means the rest, 99 in 100 with inhibition below about 22%;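 further: plate controls were vehicle for no effect and reference inhibitor for full effect; many of its hits are not listed in these tables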
# LYP inhibition = LYP phosphatase inhibitors, primary screen, biochemical, DiFMUP fluorescence, recombinant catalytic domain, 10 µM (AID 606); Tyrosine-protein phosphatase non-receptor type 22 (Homo sapiens); recombinant LYP catalytic domain, DiFMUP fluorescence; higher % means a stronger effect; one-dose inhibition, % at 10 µM; IC50 in µM for titrated hits; 52,000 tested, under 10 active;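 active means IC50 under 40 µM in the dose-response test; inactive means IC50 of 40 µM or more, or never dose-tested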
# Spn PMK inh = S. pneumoniae PMK inhibitors, primary screen, biochemical, mevalonate pathway, pilot trial included | purified PMK, PK/LDH-coupled NADH absorbance 340 nm | inhibition, % at 10 µM | phosphomevalonate kinase (Streptococcus pneumoniae D39) | AID 539, 2006 | 65,000 tested, 0.49% active;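 active means top-ranked compounds by inhibition in the single 10 µM screen, taking a fixed number of the strongest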;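 further: 0% = full reaction with DMSO carrier and 100% = background rate without enzyme reaction; no value below 0 was filed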
# Bfl-1 displacement = Bfl-1 inhibitors, primary screen, biochemical, fluorescence polarization, FITC-Bid, mouse (AID 432); FITC-Bid BH3 peptide fluorescence polarization displacement; higher % means a stronger effect; Bcl-2-related protein A1 (Mus musculus); 64,000 tested, 0.02% active; displacement, % at 20 µM, or IC50 in µM where a hit was titrated; in the data active means a potency from the dose series; inactive means the rest, 99 in 100 with displacement below about 15%; further: strong numbers were not always called active
# MK inhibit = S. pneumoniae MK inhibitors, primary screen, biochemical, PK/LDH-coupled NADH absorbance; AID 555, 2006; inhibition, % at 10 µM; 65,000 tested, 0.48% active; purified MK, PK/LDH-coupled NADH absorbance 340 nm;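 active means ranked among the strongest by inhibition in the single 10 µM screen, a fixed top-ranked set picked for dose follow-up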; further: no value below 0 was filed
# HT1080 viability = cytotoxicity in HT1080 fibrosarcoma cells, cell-based, fluorescence readout (AID 620) | HT1080 viability, fluorescence; higher % means a stronger effect | cytotoxicity, % at 10 µM; hits with a dose series show EC50 in µM | 87,000 tested, 0.42% active;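 further: cells exposed to compound overnight then 4 h with Alamar Blue; 0% = vehicle DMSO and 100% = killing control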
# Spn DPM-DC inh = S. pneumoniae DPM-DC inhibitors, primary screen, biochemical, PK/LDH-coupled NADH fluorescence. 65,000 tested, 0.49% active. purified DPM-DC. calls only at 10 µM. diphosphomevalonate decarboxylase (Streptococcus pneumoniae D39);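 active means the 320 compounds with the highest percent inhibition in the single-dose primary screen, excluding strongly autofluorescent ones, cut at about 32% in these data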;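 further: kinetic rate of NADH fluorescence loss reporting ADP formed by the decarboxylase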
# HPDE-C7 cytotoxicity = cytotoxicity in HPDE-C7 cells, cell-based, fluorescence, HTS (AID 430). HPDE-C7 pancreatic duct cells viability, fluorescence; higher % means a stronger effect. cytotoxicity, % at 10 µM, or EC50 in µM where a hit was titrated. 63,000 tested, 1.8% active;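 further: cells exposed to compound for 48 hours before viability readout; 0% = vehicle and 100% = reference cytotoxic drug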
# Spn PMK inh pilot replicates = further read-out of Spn PMK inh, marked with its call; inhibition, %; measured here: pilot screen replicates
# MK inhibit pilot replicates = recorded beside MK inhibit, whose call it bears; inhibition, %; measured here: pilot screen replicates
# Spn DPM-DC inh pilot screen % = further read-out of Spn DPM-DC inh, marked with its call; inhibition, %; measured here: pilot screen trials
# The depositor's hits bear a star; i = inactive; nt = not tested or not shown; [ ] = remark or other dose. Unless noted, no stated cut-off is given here; in the data, active means cytotoxicity above about 50%; inactive means the rest.
SMILES,HPDE-C7K KRASV12,TNAP inhibition,LYP inhibition,Spn PMK inh,Bfl-1 displacement,MK inhibit,HT1080 viability,Spn DPM-DC inh,HPDE-C7 cytotoxicity,others
O=C(c1sc2ccccc2c1Cl)N(Cc1ccco1)C1CCS(=O)(=O)C1 (stereo not given),-27.1%,11.4%,10.7%,0.0,-6.2%,0.0,-9.1%,i,-9.8%,
CC(C)(C)C1=Nn2c(nnc2C2CCCCC2)SC1,0.9%,13.1%,2.9%,2.0,-2.7%,0.0,-13.3%,i,5.5%,
O=C(Nc1c(F)cc(F)cc1Br)c1cc(-c2ccc(O)cc2)on1,44.5%,14.5%,12.7%,3.0,-6.9%,4.0,0.4%,i,54.4%*,
Cc1nc(N2CCN(c3ccccc3)CC2)[nH]c(=O)c1Cc1ccccc1,-12.6%,4.1%,-7.7%,12.0,2.7%,10.0,-6.8%,i,-16.9%,
COc1ccc(OC)c(C2C(C#N)=C(N)Oc3cc(N)ccc32)c1 (stereo not given),9.4%,9.6%,1.9%,8.0,-4.4%,5.0,11.9%,i,-0.7%,
Cc1c(C(=O)NCCc2ccccc2)oc2ccc(S(=O)(=O)N3CCOCC3)cc12,-7.3%,7.2%,14.7%,0.0,-7.0%,14.0,-1.1%,i,-7.6%,
NC(=O)CCN(Cc1ccccc1)S(=O)(=O)c1ccccc1,-11.5%,6.1%,0.1%,28.0*,0.1%,5.0,-2.4%,i,-6.1%,
Cc1cnn(C(=O)c2oc3ccccc3c2C)c1,-5.2%,0.2%,5.9%,10.0,-1.5%,3.0,-1.1%,i,-7.1%,
COc1ccc(C(=O)Cn2c(N3CCOCC3)nc3c2c(=O)n(C)c(=O)n3C)cc1,1.0%,7.8%,nt,13.0,-3.3%,10.0,12.2%,i,5.4%,
O=C(Nc1cnc2ccccc2c1)c1cccc(-n2cnnn2)c1,-17.7%,15.6%,16.7%,10.0,2.3%,12.0,-3.0%,i,1.4%,
CCOC(=O)C1=C(c2ccccc2)Nc2ncnn2C1c1ccccn1 (stereo not given),-3.3%,6.4%,9.4%,5.0,-1.3%,11.0,27.3%,i,-3.2%,
O=C(c1ccc(C#CC2(O)CCCCC2)cc1)N1CCOCC1,6.1%,1.1%,3.7%,6.0,2.3%,6.0,7.0%,i,-0.1%,
Cn1c(=O)oc2cc(S(=O)(=O)N3CCN(C(=O)c4ccco4)CC3)ccc21,nt,nt,21.7%,13.0,nt,9.0,-3.1%,i,nt,
O=C(Nc1ccccc1)N1CCCC2CCCCC21 (stereo not given),-16.8%,-1.3%,11.2%,13.0,-9.4%,0.0,6.5%,i,-19.6%,
COc1cccc(-c2csc(N3CCN(S(=O)(=O)c4ccc(F)cc4)CC3)n2)c1,-22.0%,7.8%,6.3%,11.0,-5.7%,8.0,-4.8%,i,-9.8%,
CCOC(=O)CN1C(=O)COc2ccc(Cl)cc21,8.0%,6.4%,1.5%,21.0,-5.1%,0.0,-0.5%,i,-8.8%,
O=C(Nc1ccc(F)c(F)c1)c1ccc(F)c(S(=O)(=O)N2CCOCC2)c1,-17.3%,4.6%,16.5%,16.0,-6.2%,8.0,7.9%,i,-18.1%,
CCOC(=O)Cc1csc(NC(=O)c2cccnc2)n1,-1.3%,5.9%,13.1%,11.0,-10.3%,7.0,7.9%,i,-7.5%,
NC(=O)c1ccccc1-c1nc(-c2ccccc2)no1,0.7%,9.2%,3.6%,11.0,-2.8%,11.0,-3.4%,i,-7.5%,
O=C1CN(C(=O)COC(=O)C2CC(=O)N(Cc3ccco3)C2)c2ccccc2N1 (stereo not given),nt,9.2%,6.7%,13.0,-5.7%,0.0,-0.9%,i,nt,
COc1ccc(N(C(=O)c2cccnc2)S(=O)(=O)c2ccc3c(c2)n(C)c(=O)n3C)cc1,-8.2%,1.0%,13.0%,1.0,-12.7%,9.0,-17.5%,i,-18.1%,
CCCC1=C(C(=O)OCC)C(c2ccc(F)cc2)n2ncnc2N1 (stereo not given),-5.7%,2.0%,8.7%,9.0,-5.2%,8.0,-11.3%,i,-9.6%,
COc1nc(N(C)C)nc(N(OC)S(=O)(=O)c2ccccc2Cl)n1,4.7%,8.6%,4.1%,0.0,3.7%,6.0,-2.1%,i,7.8%,
O=C(CN1C(=O)c2ccccc2S1(=O)=O)NCc1cccnc1,-10.0%,7.7%,0.0%,8.0,-1.1%,3.0,nt,i,-18.0%,
CCOC(=O)c1cc2c(=O)n3ccccc3nc2n(CC2CCCO2)c1=NC(C)=O (stereo not given),-2.1%,8.6%,nt,12.0,7.3%,10.0,nt,i[fluoresces],-18.6%,Spn PMK inh pilot replicates=5.0;MK inhibit pilot replicates=11.0;Spn DPM-DC inh pilot screen %=100.0
# More records.
SMILES,HPDE-C7K KRASV12,TNAP inhibition,LYP inhibition,Spn PMK inh,Bfl-1 displacement,MK inhibit,HT1080 viability,Spn DPM-DC inh,HPDE-C7 cytotoxicity,others
Cc1nn(-c2cccc(Cl)c2)c2c1C(c1ccncc1)C(C#N)=C(N)O2 (stereo not given),33.8%,1.5%,6.5%,0.0,-1.3%,6.0,-9.1%,i,20.2%,
CCN(CC)CCCn1c(C)cc2c(c1=O)C(c1cccc(Cl)c1)C(C#N)=C(N)O2 (stereo not given),2.2%,7.0%,10.3%,7.0,-9.0%,4.0,-1.6%,i,-1.0%,
Cc1ccc(-n2c(SCC(=O)Nc3ccc4c(c3)OCO4)nnc2-c2cccs2)cc1,-10.2%,0.5%,16.8%,0.0,2.3%,8.0,6.7%,i,-12.8%,
Cc1ccsc1-c1nc(CSCC(=O)N2CCN(c3ccccc3)CC2)c(C)o1,20.6%,11.6%,-3.0%,7.0,-6.2%,7.0,-5.6%,i,19.0%,
COc1cccc(-c2nc(CSCC(=O)NCC3CCCO3)c(C)o2)c1 (stereo not given),-13.6%,3.3%,nt,14.0,-18.2%,3.0,-3.1%,i,-21.1%,
CSCC[C@H](NC(=O)OC(C)(C)C)c1nnc(SCC(=O)Nc2ccc(C)cc2C)o1,-2.4%,11.1%,nt,1.0,0.9%,6.0,-2.0%,i,-4.6%,
NC(=O)C[C@@H]1N[C@]2(C(=O)Nc3ccccc32)[C@@H]2C(=O)N(c3cc(C(F)(F)F)ccc3Cl)C(=O)[C@H]12,-11.9%,9.7%,nt,11.0,-12.5%,10.0,3.4%,i,-9.6%,
O=C(c1cc(-c2ccc(Cl)cc2)on1)N1CCOCC1,0.7%,3.3%,nt,12.0,9.2%,0.0,2.1%,i,-7.9%,
CCOC(=O)CNC(=O)CSc1nnc(-c2ccccc2OC)n1CC,-17.1%,5.8%,-11.2%,0.0,-0.1%,0.0,-8.6%,i,-20.1%,
O=C(NCCOC(=O)C1COc2ccccc2O1)c1cccnc1 (stereo not given),1.0%,5.2%,3.1%,20.0,-3.6%,15.0,0.0%,i,-4.3%,
COc1ccccc1OCCCCCc1c(C)n[nH]c1C,-1.0%,8.2%,0.3%,0.0,15.5%,0.0,-0.6%,i,5.3%,
O=C(CNC1C(=O)Nc2ccccc21)Sc1ccccc1 (stereo not given),-4.8%,8.3%,9.1%,0.0,-7.2%,6.0,-2.9%,i,-1.4%,
Cc1cc(-c2ccc(Cl)cc2)n2nc(N)nc2n1,2.6%,6.5%,-1.9%,0.0,-7.0%,4.0,-1.6%,nt,1.2%,
O=C(CCSc1ccccc1)Nc1nnc(-c2ccccc2)o1,-7.0%,16.8%,5.4%,14.0,1.9%,10.0,-5.3%,i,-11.8%,
COc1ccc(C(=O)N2CC=C(c3ccccc3)CC2)cc1S(=O)(=O)N1CCOCC1,2.3%,7.5%,-11.2%,18.0,-2.0%,0.0,5.1%,i,-1.1%,
COc1ccccc1NC(=O)N1CCN(c2ncccn2)CC1,nt,nt,4.6%,1.0,nt,5.0,1.5%,i,nt,
COC(=O)c1ccc(CSc2nc3c(c(=O)n2-c2ccc(C)cc2)SCC3)o1,-2.3%,8.8%,-1.4%,0.0,0.9%,9.0,17.9%,i,6.9%,
CNC(=O)c1cc2c(=O)n3cccc(C)c3nc2n(C(C)C)c1=N,14.4%,12.8%,11.9%,0.0,-3.0%,4.0,3.1%,nt,10.7%,
COc1ccccc1N1CCN(C(=O)C2CCC(Cn3c(=S)[nH]c4ccccc4c3=O)CC2)CC1 (stereo not given),5.7%,2.9%,6.6%,11.0,-8.0%,8.0,0.0%,i,8.1%,
Fc1cccc(Cl)c1Cn1nnc2c(NCc3ccccn3)ncnc21,9.5%,4.4%,3.7%,16.0,-5.3%,0.0,2.0%,i,-2.0%,Spn PMK inh pilot replicates=0.5;MK inhibit pilot replicates=0.0;Spn DPM-DC inh pilot screen %=1.5
C(=C\c1ccccc1)/CSc1nnc(-c2cnccn2)n1Cc1ccco1,-24.5%,13.1%,10.4%,2.0,-2.3%,6.0,-5.6%,i,-10.9%,
Cc1ccc(C)c(C(=O)CSc2nnnn2-c2cccnc2)c1,0.6%,6.8%,nt,15.0,-0.6%,0.0,-5.6%,i,-1.6%,
COC(=O)c1ccc(C2NC(C(=O)O)CS2)cc1 (stereo not given),5.0%,11.3%,5.2%,12.0,-3.9%,i,-4.3%,i,1.1%,Spn PMK inh pilot replicates=1.0;MK inhibit pilot replicates=1.0;Spn DPM-DC inh pilot screen %=0.0

# An excerpt from the list above:
SMILES,HPDE-C7K KRASV12,TNAP inhibition,LYP inhibition,Spn PMK inh,Bfl-1 displacement,MK inhibit,HT1080 viability,Spn DPM-DC inh,HPDE-C7 cytotoxicity,others
Cc1nn(-c2cccc(Cl)c2)c2c1C(c1ccncc1)C(C#N)=C(N)O2 (stereo not given),33.8%,1.5%,6.5%,0.0,-1.3%,6.0,-9.1%,i,20.2%,
CCN(CC)CCCn1c(C)cc2c(c1=O)C(c1cccc(Cl)c1)C(C#N)=C(N)O2 (stereo not given),2.2%,7.0%,10.3%,7.0,-9.0%,4.0,-1.6%,i,-1.0%,
Cc1ccc(-n2c(SCC(=O)Nc3ccc4c(c3)OCO4)nnc2-c2cccs2)cc1,-10.2%,0.5%,16.8%,0.0,2.3%,8.0,6.7%,i,-12.8%,
Cc1ccsc1-c1nc(CSCC(=O)N2CCN(c3ccccc3)CC2)c(C)o1,20.6%,11.6%,-3.0%,7.0,-6.2%,7.0,-5.6%,i,19.0%,
COc1cccc(-c2nc(CSCC(=O)NCC3CCCO3)c(C)o2)c1 (stereo not given),-13.6%,3.3%,nt,14.0,-18.2%,3.0,-3.1%,i,-21.1%,
CSCC[C@H](NC(=O)OC(C)(C)C)c1nnc(SCC(=O)Nc2ccc(C)cc2C)o1,-2.4%,11.1%,nt,1.0,0.9%,6.0,-2.0%,i,-4.6%,
NC(=O)C[C@@H]1N[C@]2(C(=O)Nc3ccccc32)[C@@H]2C(=O)N(c3cc(C(F)(F)F)ccc3Cl)C(=O)[C@H]12,-11.9%,9.7%,nt,11.0,-12.5%,10.0,3.4%,i,-9.6%,

# Screening data (PubChem BioAssay)
